Cy5 interf NS3h: Cy5 fluorescence quenchers or enhancers, artefact control for HCV NS3 helicase inhibitor project, biochemical, ChemBridge library, Cy5 readout; Cy5-dT15 DNA with NS3h, fluorescence interference; actives lie on both sides; signal over control mean, under 1 quenches; fluorescence interference ratio at 100 µM; hit rate 6% among 16,000; AID 720488, 2013;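 active = compound fluorescence over control fluorescence at most 0.8, a quencher, or at least a set upper limit, an enhancer; inactive = ratio between 0.8 and the set upper limit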
NS3h inh CB: HCV NS3 helicase inhibitors, primary screen, biochemical, fluorescence polarization, ChemBridge library | NS3h Cy5-dT15 DNA binding | hit rate 1.6% among 16,000 | Hepatitis C virus NS3 helicase | inhibition, % at 100 µM | AID 687043, 2013;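 active = inhibition above the average over every tested compound plus 3 SD, cut at about 40% in these data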
* = called active by the depositor; & = joins results of further samples; ! = repeats disagree. The list is partial; rates above refer to the full screens.

Fields: Cy5 interf NS3h, NS3h inh CB
CC1=NN(c2ccccc2)C(=O)C1=Cc1c(O)[nH]c(=O)[nH]c1=O
  0.71*, 14
COC(=O)c1[nH]cnc1C(=O)Nc1ccc(Cl)cc1C(=O)c1ccccc1
  0.72*!, 16&-2
CSc1ccc(CN2CCN(Cc3ccc(Br)cc3)CC2)cc1
  1, -4
Cc1ccc(NC(=O)c2nc[nH]c2C(=O)Nc2ccc(Br)cc2C(=O)c2ccccc2)cc1
  1.1, -2
Cc1ccc(C)n1-c1ccc(N2CCNCC2)c([N+](=O)[O-])c1
  0.32*, -18
COc1ccc(C=C(C#N)C#N)cc1O
  1, 27
CC(C)Oc1ccccc1C=C1C(=O)NC(=O)NC1=O
  1, 42*
COc1ccccc1OCC(=O)N1CCN(C)CC1
  1, 1
CCOP(=S)(OCC)SCC(=O)NC(C)(CC)C(=O)O (stereo unspecified)
  1, -1
COc1ccccc1CN1CCN(Cc2ccc(F)cc2)CC1
  0.93, -9

Shown field by field: 4 of the compounds above
> Cc1ccc(C)n1-c1ccc(N2CCNCC2)c([N+](=O)[O-])c1
  Cy5 interf NS3h: 0.32*
  NS3h inh CB: -18

> COc1ccc(C=C(C#N)C#N)cc1O
  Cy5 interf NS3h: 1
  NS3h inh CB: 27

> CC(C)Oc1ccccc1C=C1C(=O)NC(=O)NC1=O
  Cy5 interf NS3h: 1
  NS3h inh CB: 42*

> COc1ccccc1OCC(=O)N1CCN(C)CC1
  Cy5 interf NS3h: 1
  NS3h inh CB: 1

(listing goes on)
Fields: Cy5 interf NS3h, NS3h inh CB
O=C1NC(=O)N(c2ccccc2)C(=O)/C1=C\c1ccc(-c2ccc(C(=O)O)cc2)o1
  0.95, 83*
O=C(CNC(=O)OCc1ccccc1)NCC(=O)Nc1ccc(Br)cc1C(=O)c1ccccc1
  0.97, 14
O=[N+]([O-])c1ccc(N2CCCC2)c(F)c1Br
  0.84, -3
COc1ccccc1C1(CCNCc2ccc(N(C)C)cc2)CCOC(C)(C)C1 (stereo unspecified)
  0.99, 6
COc1ccc(CN2CCN(Cc3ccc(Br)cc3)CC2)cc1Br
  0.94, -2
COc1ccc(CN2CCN(Cc3cccc(F)c3)CC2)cc1
  0.97, -6
CC(C)(NO)C(=O)c1ccc(F)cc1
  0.89, -6
CCc1ccccc1N1C(=O)NC(=O)/C(=C\c2cc(C)n(C)c2C)C1=O
  1.1, 5
COP(=S)(OC)SCN1C(=O)c2ccccc2C1=O
  0.98, 6
CCN1CCN(c2ccc(C(F)(F)F)cn2)CC1
  0.98, -15

(continued)
Fields: Cy5 interf NS3h, NS3h inh CB
COc1cc(C)cc2oc(=O)c3c(c12)CCC3
  1, -2
O=C1NC(=O)N(c2ccc3c(c2)OCO3)C(=O)/C1=C/c1ccc(OCc2cccc(C(=O)O)c2)cc1
  1.1, 48*
CN(C)C(=O)C(c1ccccc1)c1ccccc1
  0.96, -1
CCCCOc1cc(C)cc2oc(=O)c3c(c12)CCC3
  1, 14
Oc1ccc(Br)cc1CN1CCN(Cc2ccccc2F)CC1
  0.89, -11
Cc1ccc(C(c2c(O)c3ccccc3oc2=O)c2c(O)c3ccccc3oc2=O)cc1
  1, -4
Cc1cccc(C(=O)NC(Oc2ccccc2Cl)C(Cl)(Cl)Cl)c1 (stereo unspecified)
  0.94, 9
O=C1NC(=O)C(=Cc2ccc(O)c(O)c2)C(=O)N1
  0.97, 35
COc1cccc(CN2CCN(Cc3ccc(C)cc3)CC2)c1
  1.1, -8
CCCCOC(=O)C1CN1C(C)(C)C(=O)OCC (stereo unspecified)
  0.92, -6

A second format for part of the listing above.
Structure | Cy5 interf NS3h | NS3h inh CB
Cc1cccc(C(=O)NC(Oc2ccccc2Cl)C(Cl)(Cl)Cl)c1 (stereo unspecified) | 0.94 | 9
Oc1ccc(Br)cc1CN1CCN(Cc2ccccc2F)CC1 | 0.89 | -11

Other structures follow.
Fields: Cy5 interf NS3h, NS3h inh CB
O=C(c1cccs1)C1CN2CCC1CC2 (stereo unspecified)
  1.1, 4
Cc1cccc(C(=O)NC(Oc2ccccc2[N+](=O)[O-])C(Cl)(Cl)Cl)c1 (stereo unspecified)
  0.91, 4
O=Cc1cn(Cc2c(Cl)cccc2Cl)c2ccccc12
  1, 1
O=C1CC(=O)N(c2ccc(Cl)c(Cl)c2)C(=S)N1
  0.62*, 19
Cc1ccc(N2C(=O)NC(=O)/C(=C\C=C\c3ccccc3)C2=O)cc1
  0.91, 14
O=[N+]([O-])c1ccc(NCCOc2cccc3ccccc23)c2ncccc12
  0.75*, 8
CCC1(CCC(C)C)C(=O)NC(=O)N(C(=O)c2ccc(F)cc2)C1=O (stereo unspecified)
  1.1, 6
CC1(C)CN1S(=O)(=O)c1ccc(Cl)cc1 (stereo unspecified)
  1.1, -20
COc1ccc(C(c2c(O)c3ccccc3oc2=O)c2c(O)c3ccccc3oc2=O)cc1CSc1ccccn1
  0.83, 38
Cc1cc(/C=C2\C(=O)NC(=O)N(c3ccc(Cl)cc3)C2=O)c(C)n1C
  1.1, 12

In the list so far, these have a nitro group on carbon.
Fields: Cy5 interf NS3h, NS3h inh CB
Cc1ccc(C)n1-c1ccc(N2CCNCC2)c([N+](=O)[O-])c1
  0.32*, -18
O=[N+]([O-])c1ccc(N2CCCC2)c(F)c1Br
  0.84, -3
Cc1cccc(C(=O)NC(Oc2ccccc2[N+](=O)[O-])C(Cl)(Cl)Cl)c1 (stereo unspecified)
  0.91, 4
O=[N+]([O-])c1ccc(NCCOc2cccc3ccccc23)c2ncccc12
  0.75*, 8

Later entries
Fields: Cy5 interf NS3h, NS3h inh CB
Cc1[nH]c2cc(S(=O)(=O)O)c(Oc3ccccc3)cc2c1CCN
  1, 46*
COc1ccc(O)c(CN2CCN(Cc3ccc(Br)cc3)CC2)c1
  1, 4
Oc1ccc(Br)cc1CN1CCN(Cc2cccc(Cl)c2)CC1
  1.1, 9
COc1cc(C2c3c(c4ccccc4oc3=O)Oc3c2c(=O)oc2ccccc32)cc(OC)c1OC
  0.97, -6
COc1ccc(O)c(CN2CCN(Cc3ccc(Cl)cc3)CC2)c1
  0.95, 1
O=C(Cn1c[n+]([N-][N+](=O)[O-])cn1)N1CCN(C(=O)Cn2c[n+]([N-][N+](=O)[O-])cn2)CC1
  1.1, 0
Cc1cc(OCC(=O)c2ccc(Cl)cc2)c2c3c(c(=O)oc2c1)CCC3
  1.1, -2
CCN(CC)CC(=O)Nc1ccc(Cl)cc1C(=O)c1ccccc1
  0.91, 12
O=C1NC(=S)N(c2ccccc2)C(=O)/C1=C/c1ccco1
  0.89, 94*
O=C(Nc1ccc(Cl)cc1C(=O)c1ccccc1)c1ccncc1
  1, 9
CC(C)CC(=O)NC(Oc1ccc(Cl)cc1)C(Cl)(Cl)Cl (stereo unspecified)
  1, 11
CN1CCN(c2ccc([N+](=O)[O-])c(NC3CC3)c2)CC1
  0.87, 4

Single records, from the list above.
`COc1cc(C2c3c(c4ccccc4oc3=O)Oc3c2c(=O)oc2ccccc32)cc(OC)c1OC` as listed: Cy5 interf NS3h = 0.97; NS3h inh CB = -6
`O=C(Nc1ccc(Cl)cc1C(=O)c1ccccc1)c1ccncc1` as listed: Cy5 interf NS3h = 1; NS3h inh CB = 9
